Screening results (PubChem BioAssay)
RAM inhibit = yeast RAM network inhibition. S. cerevisiae dse1pr::URA3 reporter, 5-FOA growth OD615, 2 d; analog-sensitive cbk1-as2 kinase mutant strain. inhibition, % at 50 µM. 1.8% of 190,000 active. AID 868;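 active = inhibition above a set limit, 3 SD over mean compound inhibition, cut at about 8.4% in these data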;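 note: 0% = DMSO-only wells with no growth and 100% = 10 µM 1-NA-PP1 full growth; inhibition rescues growth on 5-FOA so higher OD means more RAM inhibition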
Redox H2O2 prof = compounds producing H2O2 with reducing agent – biochemical, NIH compound library profiling, artefact control for MLSCN library redox annotation, primary screen. DTT-dependent redox cycling H2O2, phenol red/HRP absorbance; 100% = 100 µM peroxide control, 0% = buffer. activation, % at 10 µM. 0.03% of 200,000 active. AID 878;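 active = activation of at least 50% relative to the plate's high and low controls in the primary single-dose screen; inactive = activation below 50%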;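 note: compound incubated with DTT at 0.8 mM final as the reducing agent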
S1P3 antag = blocks the human S1P3 receptor; Q99500; CHO S1P3 NFAT-BLA reporter, FRET fluorescence, antagonist mode; inhibition, % at 4.98 µM; 0.27% of 170,000 active; AID 485;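 active = inhibition above the plate cutoff, the mean inhibition of test wells on that plate plus 3 SD, cut at about 28% in these data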;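 note: cells challenged with S1P at its EC80 of 0.8 µM; blue over green emission ratio from cleaved BLA substrate after 4 h stimulation; 0% = S1P-stimulated wells and 100% = unstimulated DMSO-only wells; some compounds past the cut are filed as inactive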
Target sequence (Q99500 whole entry, looked up): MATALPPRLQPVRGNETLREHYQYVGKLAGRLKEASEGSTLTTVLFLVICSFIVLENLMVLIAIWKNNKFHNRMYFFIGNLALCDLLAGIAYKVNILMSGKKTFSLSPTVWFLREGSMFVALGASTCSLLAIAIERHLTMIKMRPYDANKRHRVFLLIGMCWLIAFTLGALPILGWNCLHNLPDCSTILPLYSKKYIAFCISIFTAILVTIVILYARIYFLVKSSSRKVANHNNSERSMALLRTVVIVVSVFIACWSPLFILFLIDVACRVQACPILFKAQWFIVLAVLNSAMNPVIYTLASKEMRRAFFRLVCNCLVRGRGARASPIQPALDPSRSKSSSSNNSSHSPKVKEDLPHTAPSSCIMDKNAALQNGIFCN
TNAP inh hiacc = blocks human TNAP under high phosphate acceptor concentration. AID 1135. P05186. 0.03% of 200,000 active. inhibition, % at 20 µM. purified TNAP, CDP-star luminescence, 1 M DEA;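 active = over 50% inhibition of tissue-nonspecific alkaline phosphatase at 20 µM in the single-dose screen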;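 note: plate controls were DMSO wells for no effect and EDTA-quenched wells as full inhibition for full effect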
TNAP inh noacc = TNAP (human) inhibition, acceptor-free conditions; purified TNAP, CDP-star luminescence, 30 min; inhibition, % at 20 µM; 0.26% of 200,000 active;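 active = tissue-nonspecific alkaline phosphatase inhibition above about 50% at 20 µM in the single-dose screen, limit read from the data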;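 note: 0% = DMSO negative control and 100% = EDTA positive control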
Hsp70 activator = transcriptional activators of Hsp70; HeLa Hsp70 promoter luciferase reporter, luminescence; scaled: vehicle 0, proteasome-inhibitor control 100%; activation, % at 10 µM; 0.04% of 200,000 active; AID 1203;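 active = activation above the mean across all tested compounds plus 3 SD, cutoff set per campaign, cut at about 5.5% in these data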;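 note: 100% = MG132 at 30 µM as the positive control and 0% = DMSO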
PMI act satM6P = PMI (human) activation, high substrate; P34949; activation factor at 20 µM; 0.34% of 190,000 active; coupled PMI enzyme assay, resazurin fluorescence, 20 min; active compounds read high; 1 = untreated enzyme, 0 = substrate-free blank;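 active = activation factor of 2 or more at 20 µM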
Target sequence (P34949 whole entry, looked up): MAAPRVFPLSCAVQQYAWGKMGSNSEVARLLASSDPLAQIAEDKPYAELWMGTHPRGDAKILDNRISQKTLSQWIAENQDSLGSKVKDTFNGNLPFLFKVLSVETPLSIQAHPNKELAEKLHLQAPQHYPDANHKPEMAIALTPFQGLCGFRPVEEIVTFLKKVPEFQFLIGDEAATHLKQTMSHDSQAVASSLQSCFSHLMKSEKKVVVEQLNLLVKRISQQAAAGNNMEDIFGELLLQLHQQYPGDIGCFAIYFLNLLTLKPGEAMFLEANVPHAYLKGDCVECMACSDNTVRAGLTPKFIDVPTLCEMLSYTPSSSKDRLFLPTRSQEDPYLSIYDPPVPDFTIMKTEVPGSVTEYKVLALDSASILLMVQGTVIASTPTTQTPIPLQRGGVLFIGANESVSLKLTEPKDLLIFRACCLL
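Material: human phosphomannose isomerase with PGI, G6PDH, diaphorase coupling enzymes / Reagent: Man-6-P substrate 1.0 mM / Dosing: single compound dose of 20 µM, 1% DMSO final / Incubation: enzyme reaction with compound 20 min at room temperature / Signal: resorufin fluorescence (Ex 544/Em 590 nm) from resazurin via diaphorase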
HMGR II inh = inhibitors of class II HMG-CoA reductase from Enterococcus faecalis; 0.41% of 190,000 active; inhibition, % at 10 µM; purified E. faecalis HMGR, NADPH absorbance 340 nm kinetic;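 active = inhibition above a set limit, the median over all tested compounds plus 3 SD, cut at about 9.5% in these data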;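 note: enzyme runs in reverse so mevalonate oxidation gives rising NADPH absorbance; 0% = complete reaction with DMSO and 100% = background rate lacking mevalonate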
L major viab = Leishmania major promastigote growth inhibition. Leishmania major promastigotes, resazurin fluorescence viability. inhibition, % at 10 µM. 9% of 200,000 active; in the data active = inhibition above about 50%;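 note: promastigotes grown with compound for 44 hours at 28 °C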
PMI activator = increases human mannose-6-phosphate isomerase activity; purified human PMI, coupled resazurin fluorescence, 20 min; active compounds read high; 1 = vehicle control, 0 substrate-free wells; 0.005% of 190,000 active; activation factor at 20 µM; AID 1214;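 active = activation factor of 2 or more at 20 µM, relative to plate controls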
Active calls of the source: *; . = not tested or not shown.

SMILES	RAM inhibit	Redox H2O2 prof	S1P3 antag	TNAP inh hiacc	TNAP inh noacc	Hsp70 activator	PMI act satM6P	HMGR II inh	L major viab	PMI activator
CC[N+]1=CN(c2ccccc2)C(C)=CC1(C)C	1.2	-0.2	-17	-4	-9	-0.3	1.2	-2	-6	1.1
O=C(CCCN1C(=O)/C(=C/c2ccco2)SC1=S)Nc1ccccc1	4.3	0.5	2	1	-7	-0.3	0.9	-6	10	1
CCCCCOC(=O)CSc1nc2c(c(=O)[nH]c(=O)n2C)n1CCc1ccccc1	3.1	0.7	12	-5	-14	-0.1	-0.1	4	-12	0.9
CCN(CC)C(=O)c1sc(NC(=O)c2ccc3c(c2)OCO3)c(C#N)c1C	4.4	0.1	.	0	-5	-0.2	1	-4	-8	0.9
CCNC(=S)Nc1nc2c(cc1C(=O)OCC)CCCC2	4.5	0.4	-15	-4	3	-0.2	1	2	-1	1
O=C(O)c1ccccc1-c1nc2ccccc2c(=O)[nH]1	0.1	0.2	.	-6	-13	0.0	1	2	-9	1.1
O=C(CCC1COc2ccccc2O1)Nc1ccc(Cl)cn1 (stereo unspecified)	1.2	1.9	-12	-3	-13	0.0	1	2	0	1
CCCCCCCCC(=O)N/N=C/c1cccc(Br)c1	4.2	-3.3	.	-2	-4	-0.1	0.9	-7	-3	0.9
CS(=O)(=O)N(Cc1ccc(C(=O)Nc2ccccc2Sc2ccccc2)cc1)c1ccccc1	4.0	2.6	.	-7	-8	-0.1	0.9	-4	4	0.9
Cc1ccc(C)c(N(C(=O)c2nsc(Cl)c2Cl)C(C(=O)NC2CCCC2)c2ccc(O)cc2)c1 (stereo unspecified)	3.5	-0.7	-7	-1	-7	-0.3	0.9	-3	42	0.8
Cc1cccc(C(=O)NN2C(=O)C3C(c4ccccc4)C=CC(c4ccccc4)C3C2=O)c1 (stereo unspecified)	3.6	-3.4	.	-3	-13	0.1	0.9	3	18	0.8
COCCCNC(=S)NNC(=O)c1csc2ccccc12	-0.2	0.2	-10	-2	-174	-0.3	1.1	2	-4	1
COc1ccc(C(=O)NC2CCCCCC2)cc1S(=O)(=O)N1CCCc2ccccc21	6.3	1.3	.	-6	-14	-0.3	1	1	94*	1
Cc1cc(N2CCN(c3ccccc3)CC2)n2ncnc2n1	2.0	-1.0	0	-5	-13	-0.4	1.1	-4	-5	1
O=C1c2ccccc2C(=O)N1OS(=O)(=O)c1ccccc1	0.8	0.0	-15	-4	-14	-0.4	1.2	-3	-1	1
Nn1c(Cc2cccc3ccccc23)nnc1SC1CCOC1=O (stereo unspecified)	-0.4	-0.5	-11	-4	-9	-0.1	1	-3	-5	1
COc1c2c(nc3occc13)C(CC=C(C)C)(OC)C(OC(C)=O)CC2 (stereo unspecified)	5.9	-0.2	.	-5	-9	0.9	1	-1	2	1
O=C(Nc1ncccc1O)c1cccc(S(=O)(=O)N2CCc3ccccc32)c1	0.9	1.0	6	-2	-10	-0.2	0.7	0	-8	0.8
COc1ccc(NC(=O)/C=C/c2ccc(Br)o2)cn1	2.0	-0.2	-15	-1	-8	0.0	0.6	1	-1	1.1
Cc1cccc(NC(=S)N(C)C2CCCCC2)c1	0.0	-2.2	-9	-6	-8	-0.5	0.9	0	-5	1
Clc1ccccc1CN(Cc1ccco1)Cc1nnnn1C1CCCC1	0.2	0.5	.	8	0	-0.1	1.1	-1	35	1.1
Cc1ccc2nc(-c3ccc(N4C(=O)CC(N5CCCC(C)C5)C4=O)cc3)sc2c1 (stereo unspecified)	-1.5	1.5	.	-4	-5	-0.4	1	2	-2	0.9
CC1(C)CC(NCCN2CCN(C3=CC(=C(C#N)C#N)CC(C)(C)C3)CC2)=CC(=C(C#N)C#N)C1	0.5	-0.2	-23	-5	-22	-0.1	0.9	0	15	1
CCN1C(=O)c2cccc3c(N)ccc1c23	.	.	-17	3	-5	.	0.4	.	.	0.4
CCOC(=O)C1(Cc2ccccc2C(F)(F)F)CCN(C(=O)c2cc(C)n(C)n2)CC1	-0.9	-0.1	-14	-2	-5	0.1	.	2	5	.

Next section; the last 3 above are carried over.
SMILES	RAM inhibit	Redox H2O2 prof	S1P3 antag	TNAP inh hiacc	TNAP inh noacc	Hsp70 activator	PMI act satM6P	HMGR II inh	L major viab	PMI activator
CC1(C)CC(NCCN2CCN(C3=CC(=C(C#N)C#N)CC(C)(C)C3)CC2)=CC(=C(C#N)C#N)C1	0.5	-0.2	-23	-5	-22	-0.1	0.9	0	15	1
CCN1C(=O)c2cccc3c(N)ccc1c23	.	.	-17	3	-5	.	0.4	.	.	0.4
CCOC(=O)C1(Cc2ccccc2C(F)(F)F)CCN(C(=O)c2cc(C)n(C)n2)CC1	-0.9	-0.1	-14	-2	-5	0.1	.	2	5	.
Cc1nnsc1C(=O)Nc1cc(Cl)ccc1Cl	1.6	0.1	.	-1	-8	-0.2	0.9	0	-1	1
Brc1ccc(C2Nc3cccc4cccc(c34)N2)o1	5.2	0.6	11	9	3	-0.1	0.7	3	18	1
O=C(N/N=C/C(c1ccccc1)c1ccccc1)c1ccccc1F	2.4	-0.1	5	-1	-6	0.3	0.9	1	0	1.1
O=C(COC(=O)c1ccccc1Nc1ccccc1)Nc1ccccc1	5.2	-0.3	-2	-2	-8	-0.4	0.9	-2	-2	0.9
Cc1nc(N2CCC3(CC2)OCCO3)c2nnn(Cc3ccccc3F)c2n1	-0.6	0.5	.	-10	-13	0.0	1	-1	32	1
Cc1ccc(Nc2ncccc2C(N)=O)cc1	3.4	1.2	1	-1	-4	0.3	1	-7	-5	1
COc1ccc(-c2nc3ncccn3c2Nc2ccccc2)cc1	-0.6	-1.8	2	0	-4	-0.4	1	-2	7	1.2
Cc1nc2cc(C(=O)O)ccc2n1-c1ccccc1	1.1	-1.1	5	2	-6	-0.1	1	-3	2	1
Cc1ccc(-c2c(C)n([O-])c3c([n+]2=O)CCC3)cc1	0.8	-0.2	1	-1	-4	0.0	0.9	-1	-7	1
CN(CC(=O)Nc1ccc(S(=O)(=O)N2CCCC2)cc1)CC(=O)Nc1ccc(F)c(F)c1F	-1.3	0.1	1	7	-30	-0.3	1	1	9	1.1
Cc1ccc(-n2ncc3c(NCc4ccco4)ncnc32)cc1C	0.3	0.0	-6	0	-4	-0.1	1	0	-3	1
CC(=O)c1ccc(N2CCN(S(=O)(=O)c3cccc(S(=O)(=O)N4CCOCC4)c3)CC2)cc1	2.0	0.2	.	-2	-7	-0.4	0.9	-9	-1	0.8
C=CCn1c(O)c(N=O)c2cc(C)ccc21	1.2	-0.1	-13	-4	-4	0.2	0.9	-3	-13	0.9
Cc1cc2cc(CN(Cc3ccco3)S(=O)(=O)c3c(C)ccc4nsnc34)c(=O)[nH]c2cc1C	3.9	2.6	.	-3	-6	-0.1	0.7	-4	76*	0.8
Cc1cc(C)c2nc(NNC(=O)c3ccc(S(=O)(=O)N4CCCCC4)cc3)sc2c1	2.9	-0.6	-4	3	-16	0.0	1.1	-3	89*	0.9
O=C(NC1CC2CCCC(C1)N2C(=O)Nc1ccccc1)c1ccncc1 (stereo unspecified)	0.5	-7.2	-25	-3	-12	-0.5	1	0	-5	1
CC(C)NC(=O)CCNS(=O)(=O)c1ccc(Br)cc1	1.9	0.3	5	-8	-4	0.1	0.9	1	0	1
O=C(NCCCN1CCOCC1)c1sc2cc(F)ccc2c1Cl	3.0	-0.7	-7	-4	-4	0.1	1.1	-2	93*	1.1
O=C(O)CN(c1ccc(F)cc1)S(=O)(=O)c1ccc2c(c1)OCCO2	-0.6	-0.5	-38	-5	-11	0.0	1	-3	-4	1
Cc1cccc(C)c1NC(=O)CSc1nnc(Cn2nnc(-c3ccccc3)n2)n1-c1ccccc1	2.2	2.5	-10	-6	-9	-0.4	1	0	5	1
O=C(NCc1nc2ccccc2[nH]1)C1=C[C@H](C2CC2)C[C@H](OCCCCO)O1	0.3	0.8	-1	-4	-8	0.0	1	-3	-6	1
Cc1ccc(CSc2nc3c(c(N(C)C)n2)CCCC3)cc1	-0.6	2.0	.	2	-8	-0.2	0.9	-1	8	1
COc1cc(-c2cc(C(=O)O)c3c(OC)c(OC)c(OC)cc3n2)ccc1O	-0.2	1.4	44	-4	-5	-0.1	0.9	-1	-6	1
O=C(COC(=O)CNC(=O)c1ccc(Cl)cc1)Nc1ncc(C(F)(F)F)cc1Cl	0.2	0.5	-16	1	-15	-0.5	0.9	1	-8	0.8
NC(=O)CSc1nnc(-c2ccc(S(=O)(=O)N3CCCCC3)cc2)n1-c1ccccc1	1.5	0.1	.	0	14	-0.3	0.9	-1	-5	1
SMILES	RAM inhibit	Redox H2O2 prof	S1P3 antag	TNAP inh hiacc	TNAP inh noacc	Hsp70 activator	PMI act satM6P	HMGR II inh	L major viab	PMI activator
O=C(O)CCCC(=O)Nc1cccc(C(=O)Nc2ccccc2C(=O)O)c1	0.0	0.9	-13	-1	-1	0.1	1	1	-7	1
O=C(NC1CCCc2ccccc21)c1cncc(Br)c1 (stereo unspecified)	4.3	0.5	.	-3	-16	0.0	0.9	-9	-1	0.9
CCc1c(C)sc(NC(=O)C2CCCO2)c1C#N (stereo unspecified)	0.0	0.5	.	3	-9	-0.3	1.1	-9	9	0.9
Clc1ccc(OCc2cc(-c3ccccc3)no2)c(Cl)c1	4.7	2.1	.	-3	7	-0.4	0.9	-6	-6	1
CCN(CC)C(=O)c1sc(N)c(C#N)c1C	1.4	0.3	7	-8	-18	-0.1	1	-1	-2	1
C=CCn1c(C)cc(C(=O)CSc2nnc(-c3cccc(S(=O)(=O)N(CC)CC)c3)o2)c1C	11*	-0.2	1	0	-2	0.1	0.9	-4	39	0.9
O=C(NCCCNc1ccc(C(F)(F)F)cc1[N+](=O)[O-])c1ccc(Cl)cc1	4.1	2.1	.	4	1	0.0	0.9	1	-3	0.9
CC1Cc2ccccc2N1C(=O)CCNS(=O)(=O)c1ccc2c(c1)CCC(=O)N2 (stereo unspecified)	1.1	-0.5	8	1	-9	-0.4	1.1	6	-8	1.2
O=C(CN1CCN(CC(=O)Nc2ccccc2C(F)(F)F)CC1)Nc1ccccc1F	2.6	-0.1	-4	1	3	-0.3	1	-2	0	1
CCc1nc(Cl)c(C#N)c2c1CSC(C)(C)C2	0.8	0.1	1	-2	-2	-0.3	0.9	-1	2	0.9
CC(C)CCNC(=O)CC1Nc2c3ccccc3nc(=S)n2C1=O (stereo unspecified)	4.1	-0.3	.	-2	-10	-0.1	1.1	-1	0	1.1
O=C(CSc1ccc(Br)cc1)Nc1ccccc1Oc1ccccc1	11*	-0.4	-12	-2	1	-0.3	0.8	-3	-3	0.8
COc1ccc(CC(=O)NNC(=O)COc2ccc3ccccc3c2)cc1	4.2	-0.1	-2	-1	-98	-0.4	1	-9	-4	1
CCOC(=O)CCSc1nc(-c2ccccc2)cc(C(F)(F)F)n1	1.6	0.7	.	0	-8	0.1	1	0	14	0.9
COC(=O)c1sc(NC(=O)C2CCCO2)c(C(=O)OC)c1C (stereo unspecified)	1.3	0.5	-19	0	-5	0.4	0.9	0	-2	0.9
O=C(COC(=O)c1ccccc1O)Nc1cccnc1Cl	1.8	-0.5	-9	-3	2	-0.1	1	1	46	1

An unsorted share of the library. Share with any hit: about 12%.
